Screening data (PubChem)
D2 antagonist: antagonizes the human D2 dopamine receptor | P14416 | HEK293 TREx D2 cells, calcium flux, dopamine EC80 | inhibition, % at 10 µM | 340,000 tested, 2% active; in the data active = inhibition above about 30%; also: 0% is about no effect
Target sequence (P14416 whole entry, looked up): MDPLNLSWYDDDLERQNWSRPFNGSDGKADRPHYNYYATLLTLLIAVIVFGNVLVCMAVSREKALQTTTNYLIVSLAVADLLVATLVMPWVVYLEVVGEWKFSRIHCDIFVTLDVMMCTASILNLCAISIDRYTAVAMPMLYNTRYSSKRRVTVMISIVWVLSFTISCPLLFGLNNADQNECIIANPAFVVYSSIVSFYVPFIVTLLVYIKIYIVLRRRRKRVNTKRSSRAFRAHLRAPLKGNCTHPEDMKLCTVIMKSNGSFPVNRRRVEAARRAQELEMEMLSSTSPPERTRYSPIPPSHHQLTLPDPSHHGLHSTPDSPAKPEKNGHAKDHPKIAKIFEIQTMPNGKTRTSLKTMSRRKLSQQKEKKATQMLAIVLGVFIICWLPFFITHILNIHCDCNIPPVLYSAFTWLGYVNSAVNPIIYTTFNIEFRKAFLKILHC
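Tetracycline-induced HEK293 T-REx cells expressing D2 force-coupled to calcium signalling were dye-loaded, exposed to compound for 180 s, then challenged with an EC80 of dopamine; calcium flux was followed kinetically for a further 180 s.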
TRHR ag: activates the human TRH receptor; 360,000 tested, 0.18% active; AID 493084; activation, % at 2 µM; P34981; TRHR cells, calcium flux fluo-8, FDSS agonist mode; also: 0% is about no effect
Target sequence (P34981 whole entry, looked up): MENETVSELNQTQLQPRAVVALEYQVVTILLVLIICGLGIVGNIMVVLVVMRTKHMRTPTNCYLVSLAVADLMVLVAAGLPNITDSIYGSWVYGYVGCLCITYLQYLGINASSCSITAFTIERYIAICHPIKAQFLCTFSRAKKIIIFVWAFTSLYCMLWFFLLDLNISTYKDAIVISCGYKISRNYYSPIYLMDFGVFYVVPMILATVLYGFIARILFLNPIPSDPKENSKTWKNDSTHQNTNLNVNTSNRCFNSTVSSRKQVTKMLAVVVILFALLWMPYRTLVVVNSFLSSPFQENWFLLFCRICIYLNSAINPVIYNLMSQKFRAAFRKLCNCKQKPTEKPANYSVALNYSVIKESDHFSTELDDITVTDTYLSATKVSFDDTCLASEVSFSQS
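Read-out: compound-evoked intracellular calcium rise in TRHR cells, fluo-8 dye, kinetic FDSS fluorescence at 1 s/cycle following a 10-cycle baseline. Cells cultured overnight before dye loading (30 min–1.5 h, RT).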
D1 antag: antagonists of human D1 dopamine receptor; 360,000 tested, 3.2% active; AID 504652; P21728; HEK293 TREx D1 cells, calcium flux, dopamine EC80; stronger effect = lower value; activity change, negative = inhibition, % at 10 µM; in the data active = activity change below about -30%; also: % is scaled to controls: 0 for no effect and ±100 for the full control effect
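Cells carrying a force-coupled, tetracycline-inducible human D1 receptor report calcium flux. Each well gets a 10 s baseline, compound with 180 s monitoring, then an EC80 dopamine stimulus with a second 180 s kinetic read.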
TRHR PAM: allosteric enhancers of human TRH receptor. P34981. TRHR cells, fluo-8 calcium fluorescence, EC20 TRH enhancement. enhancement, % at 2 µM. 360,000 tested, 0.66% active; in the data active = enhancement above about 30%; also: 0% is about no effect
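Enhancer read-out: after compound pinning and an initial kinetic agonist-mode read, an EC20 of TRH (10 nM final) was injected and fluo-8 calcium signal (Ex 480/Em 530) followed at 1 s/cycle for 100 cycles in TRHR-expressing cells.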
D1 agonist: human D1 receptor agonism; P21728; HEK293 T-REx D1 cells, calcium flux, agonist mode; activation, % at 2 µM; 360,000 tested, 1% active; also: 0% is about no effect
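Tetracycline-induced HEK293 TREx D1 cells, force-coupled to calcium signalling, were dye-loaded with a no-wash calcium kit. Compound was pin-added after a 10 s baseline. Fluorescence was read kinetically at 1 cycle/s for 180 s, with calcium rises flagged as agonism.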
RXFP1 antag: blocks the human relaxin receptor RXFP1. Q9HBX9. HEK293-RXFP1, relaxin-stimulated cAMP HTRF, 30 min; stronger effect = lower value. 350,000 tested, 0.59% active. activity change, negative = inhibition, % at 57.5 µM;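 active = activity change of -60% or lower, but not beyond a set lower limit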; also: % is scaled to controls: 0 for no effect and ±100 for the full control effect
D2 ag: agonists of human D2 dopamine receptor; activation, % at 2 µM; AID 485358; 340,000 tested, 0.53% active; HEK293 T-REx D2 cells, calcium flux agonist mode;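 active = activation over 3 SD above normal in the single-dose calcium agonist read, cut at about 30% in these data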; also: 0% is about no effect
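Tetracycline-induced HEK293 T-REx cells with force-coupled D2 receptor, plated overnight at 30 C, loaded with no-wash calcium dye. After a 10 s baseline, compound was pin-added and calcium flux read kinetically for 180 s; calcium rises flagged agonists.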
D1 potentiator: enhances dopamine response at the human D1 receptor; HEK293 TREx D1 cells, calcium flux, dopamine EC20 potentiation; AID 504651; potentiation, % at 10 µM; P21728; 360,000 tested, 0.036% active; in the data active = potentiation above about 30%; also: 0% is about no effect
D2 PAM: positively modulates the human D2 dopamine receptor allosterically. P14416. HEK293 T-REx D2, calcium flux, EC20 dopamine potentiation. potentiation, % at 10 µM. 340,000 tested, 0.34% active. AID 485347;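 active = potentiation over 3 SD above the plate norm, cut at about 30% in these data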; also: 0% is about no effect
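Tetracycline-induced Hek293 Trex D2 cells, force-coupled to calcium, loaded with no-wash calcium dye. Compound added with 180 s kinetic read for agonism, then EC20 dopamine and a further 180 s read for potentiation.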
An asterisk follows results filed as active; · = not tested or not shown; & = joins results of further samples. Rule as the data show it, unless noted: active = activation above about 30%; inactive = the rest.

structure | D2 antagonist | TRHR ag | D1 antag | TRHR PAM | D1 agonist | RXFP1 antag | D2 ag | D1 potentiator | D2 PAM
COc1ccc(C(=O)Nc2cc(-c3cccc(C)c3)nn2-c2ccccc2)cc1 | · | 0.0 | -5.2 | -3.1 | 3.7 | · | 0.1 | -2.3 | -11.1
O=C1CC(NNc2ccccc2)C(=O)N1c1cccc(Cl)c1 (stereo not drawn) | 5.7 | 0.6 | -9.9 | -8.1 | 0.3 | 0.2 | -0.2 | -3.7 | -3.2
Cc1nn(C)c2c1c(-c1ccccc1)cc(=O)n2CC(=O)NC(C)(C)C | · | -0.7 | 9.5 | -3.3 | 6.8 | -7.7 | -0.3 | -5.4 | 10.3
CC(C)COCc1ccc(O)c2ncccc12 | 6.5 | -0.1 | -7.4 | 7.8 | 0.2 | -6.1 | 0.6 | 7.4 | 4.0
COc1ccc(OC)c(CCNC(=O)C(C)n2nc(C)c3c(C)n(-c4ccc(C)cc4)nc3c2=O)c1 (stereo not drawn) | 4.6 | -2.3&-0.2 | 6.3&-9.0 | 5.7&-2.6 | 0.2&2.5 | -2.3&-4.3 | 0.4&-2.3 | -3.8&-1.3 | -17.3&5.6
COCCC(=O)N1CCC(Oc2ccc(C(=O)NCCc3cn[nH]c3)cc2)CC1 | · | 0.2 | 12.0 | 13.6 | 1.2 | 1.0 | · | -6.1 | ·
COc1ccc(C2C(C#N)=C(N)OC3=C2C(=O)CC(C)(C)C3)c(OC)c1OC (stereo not drawn) | · | -0.2 | 4.6 | 14.6 | 1.0 | -2.1 | · | 1.1 | ·
CCCOc1ccc(N2C(=O)CC(NCCNc3ccc(S(=O)(=O)CC)cc3)C2=O)cc1 (stereo not drawn) | 0.1 | 0.3 | -6.0 | 5.6 | -1.1 | -0.2 | -0.3 | -1.1 | 8.3
Cn1nccc1NS(=O)(=O)c1ccc(C(C)(C)C)cc1 | -2.8 | -0.2 | -16.1 | -4.7 | 3.9 | 8.0 | 0.2 | -2.0 | 4.5
C=CCn1c(SCCC(=O)O)nnc1-c1cccs1 | -8.7 | 0.6 | 53.1 | -4.4 | -3.2 | -2.1 | -0.2 | -8.7 | -11.2
Cc1ccccc1CN1CCC(n2nccc2NC(=O)c2cccnc2)CC1 | 0.8 | 0.3 | -5.5 | 1.3 | 0.0 | 1.9 | -0.2 | 2.6 | -0.7
O=C(N/N=C\c1ccc2c(c1)OCO2)c1ccc(Cn2cc(Br)c([N+](=O)[O-])n2)o1 | -4.7 | 0.4 | -14.0 | -8.5 | 2.5 | 4.4 | 0.4 | 0.6 | -10.9
CC(Nc1cc(N2CCN(S(=O)(=O)N(C)C)CC2)ccc1[N+](=O)[O-])c1ccccc1 (stereo not drawn) | 8.7 | -0.4 | -4.0 | 3.3 | 2.3 | 10.4 | -1.7 | 8.1 | -5.9
CCOc1ccc(Br)cc1S(=O)(=O)NCCN(C)C | 23.2 | 0.1 | 3.9 | 1.5 | 0.3 | -7.7 | 0.7 | -5.5 | 1.1
COc1cc(C(=O)N/C(=C\c2cn(S(=O)(=O)N(C)C)c3ccccc23)C(=O)NCCCO)cc(OC)c1OC | -11.6 | 0.5 | 5.1 | -3.7 | 1.9 | -6.5 | -0.4 | -1.6 | 2.7
CCn1c(/C=N/Nc2ccc(C(=O)O)cc2)nc2ccccc21 | -9.1 | -0.3 | 7.1 | 2.7 | 0.6 | 17.2 | -0.3 | -5.8 | 5.8
COc1ccc(C2(C)NC(=O)N(CC(=O)Nc3ccc(Br)cc3F)C2=O)cc1OC (stereo not drawn) | 4.4 | -0.9 | -18.6 | -2.5 | 2.9 | -0.1 | 2.0 | -1.1 | 7.8
COc1ccc(C2CC3(CC(C)(C)NC(=S)N3)Oc3cc(O)cc(C)c32)cc1OC (stereo not drawn) | -3.5 | -0.4 | 18.8 | 5.2 | 25.4 | 5.2 | 0.4 | -2.4 | 2.2
COc1cc(-c2nnn(CC(=O)N3CCOCC3)n2)cc(OC)c1OC | -4.5 | 0.6 | 4.9 | 3.7 | 1.3 | -6.0 | -0.9 | -7.6 | -10.2
COc1ccc(CN(C)C(=O)Cc2ccc(OC)c(S(=O)(=O)N3CCOCC3)c2)cc1OC | 4.9 | 0.0 | -7.8 | 1.0 | 1.7 | -12.9 | 0.2 | -3.1 | 1.9
Cc1c(-c2cccc(NC(=O)c3ccco3)c2)nc2ncccn12 | -2.2 | -0.4 | 13.5 | -3.8 | -3.0 | 10.2 | -0.1 | -4.0 | 0.2
CN(C)C(=O)c1ccc(NC(=O)CSc2nc3ccccc3[nH]2)cc1 | 26.2 | 0.6 | -2.1 | -5.0 | 2.5 | 2.7 | 5.2 | -6.7 | -8.9
Cc1nc(C)c(CCNC(=O)c2ccccc2)s1 | 16.0 | 0.5 | 7.4 | -4.3 | 0.7 | 2.9 | 0.6 | -7.0 | 9.6
CC1CCN(S(=O)(=O)c2ccc(NC(=O)c3ccco3)cc2)CC1 | -12.8 | 0.1 | 31.3 | 14.5 | -3.4 | -14.4 | 0.9 | 2.3 | 10.1
Cc1cc2[nH]c(=O)c(=O)[nH]c2cc1S(=O)(=O)N(C)C1CCCCC1 | -4.4 | 0.4 | -24.4 | 0.4 | 2.3 | -7.8 | -0.5 | -10.7 | -4.8
COc1cc(C=O)ccc1OCc1cccc(Br)c1 | 11.7 | -0.6 | 1.1 | -11.1 | 3.5 | -1.6 | -1.0 | -4.4 | -3.6
N#Cc1cnn(-c2cccc(Cl)c2)c1-n1cccc1 | 0.7 | -0.3 | 0.0 | -2.7 | 3.0 | -5.7 | 0.5 | 0.0 | 5.5
O=C1CC(N2CCN(c3ccccc3O)CC2)C(=O)N1Cc1ccccc1 (stereo not drawn) | -0.3 | 0.0 | 4.4 | 7.8 | 2.7 | 21.6 | 1.7 | -6.2 | 10.0
CCC(C)(C(=O)NC1CCCCC1)N(C(=O)c1ccccn1)c1ccc(C)cc1 (stereo not drawn) | -4.5 | -0.2 | 3.6 | -8.7 | -1.3 | -1.0 | 0.1 | 1.1 | -8.1
CCCc1cc(=O)oc2cc(OCC(=O)NCCCN3CCCC3=O)ccc12 | · | 0.3 | -0.9 | 1.2 | 0.4 | 3.7 | · | -11.0 | ·
Cc1cc(C)nc(Nc2ccc(N3CCCC3)cc2)n1 | -16.2 | -0.4 | -2.3 | 2.9 | 0.4 | -5.5 | -0.1 | 1.7 | 2.3
Cc1ccc(C)c(N2N=C(C(=O)Nc3cccc(S(=O)(=O)N4CCCCC4)c3)CCC2=O)c1 | 12.4 | 1.4 | -3.5 | 6.9 | 8.3 | -26.9 | 0.0 | 4.7 | 5.4
O=C(CCn1c(=S)oc2ccccc21)NC1CCCCCC1 | -5.0 | 0.1 | 5.4 | 2.9 | 0.7 | -6.8 | -0.2 | -3.0 | -4.9
S=C1NCN(Cc2cccnc2)CN1c1cccc(Cl)c1 | -5.1 | 0.0 | -5.7 | 12.2 | -0.3 | 2.9 | 0.1 | 2.9 | 0.6
COCCNc1nc(=S)[nH]c2cc(OC)c(OC)cc12 | 15.6 | -0.4 | 7.7 | -3.7 | 0.3 | 1.1 | -0.3 | -0.3 | -6.8
N#CCCN(Cc1ccccc1)C(=S)NC(=O)c1ccccc1 | · | -0.3 | 1.0 | -2.1 | 3.0 | -11.3 | 0.6 | 0.6 | 9.3
COc1ccc(CN2CCc3ccc(NC(=O)c4ccncc4)cc3C2)c(F)c1 | 1.7 | 1.3 | 14.1 | -1.0 | 14.9 | -18.6 | 0.7 | -11.2 | -2.4
Cc1ccc(NC(=S)N=Nc2c(O)n(C)c3ccc(S(=O)(=O)N4CCOCC4)cc23)cc1C | 6.4 | -0.1 | -14.3 | 1.7 | 1.0 | -0.9 | 0.4 | 1.6 | 15.9
CCOC(=O)c1sc(NS(=O)(=O)c2ccccc2Cl)nc1C | -9.7 | -0.1 | · | 3.3 | 0.5 | -11.0 | -0.1 | -4.8 | -0.2
CCc1ccc(NC(=O)C2CCN(c3ncnc4c3nc3n4CCCCC3)CC2)cc1 | 1.2 | 0.8 | -9.7 | -15.4 | -0.1 | 8.4 | -1.2 | -3.6 | 5.6
CC(=O)Nc1ccc(NC(=O)C(C)OC(=O)C(C)SCC(=O)Nc2ccc(C)cc2)cc1 (stereo not drawn) | · | -0.7 | 31.1 | -4.4 | 3.3 | -4.9 | -0.3 | 1.1 | 10.5
CC1CCCC(C)N1C(=O)Nc1cccc(Cl)c1 (stereo not drawn) | 4.1 | 0.3 | -13.6 | 2.0 | 3.0 | -1.3 | 0.0 | 3.0 | 4.6
Cc1cccc(OCC(=O)Nc2ccc(NC(=O)c3ccccc3)cc2)c1 | -5.6 | 1.8 | -11.5 | -0.3 | 5.1 | -16.2 | -0.2 | -2.2 | 4.5
Cc1cc(=O)[nH]c(SCC(=O)Nc2ccc(S(=O)(=O)N3CCCCC3)cc2)n1 | -0.8 | 0.2 | 3.6 | 6.5 | 0.4 | -9.5 | 0.9 | -17.0 | 13.4
Cn1c(CNc2ccc(Cl)cc2)nnc1SCCN1CCCCC1 | -29.7 | -0.2 | 5.1 | -3.7 | -0.5 | 1.8 | 0.3 | 3.4 | -9.1
Cc1ccc(C(=O)NC(=S)NCc2cccnc2)cc1C | -7.7 | -0.8 | 1.9 | -2.2 | 2.8 | 8.6 | 1.3 | 0.7 | 10.1
COc1cc(/C=C/C(=O)NNC(=O)c2cccc(S(=O)(=O)N(C)C)c2)cc(OC)c1OC | -37.7 | 0.1 | 9.2 | 2.4 | 2.1 | -4.0 | -0.2 | -2.0 | -11.3
CC(C)Cn1c(=O)c2ccccc2c2ccccc2c1=O | 8.0 | -0.1 | 4.1 | -9.0 | 9.9 | -11.2 | 0.0 | 2.1 | 7.8
COc1ccc(/C=C/C(=O)NCc2cnn(C)c2C)cc1COc1ccc(Br)cc1 | 10.8 | 2.1 | -24.4 | -5.0 | 6.3 | -11.5 | 1.5 | -7.7 | -11.5

Compound profiles, from the list above. Screens in order: D2 antagonist	TRHR ag	D1 antag	TRHR PAM	D1 agonist	RXFP1 antag	D2 ag	D1 potentiator	D2 PAM
Shown for Cc1ccc(C(=O)NC(=S)NCc2cccnc2)cc1C : -7.7	-0.8	1.9	-2.2	2.8	8.6	1.3	0.7	10.1
Shown for COc1cc(/C=C/C(=O)NNC(=O)c2cccc(S(=O)(=O)N(C)C)c2)cc(OC)c1OC : -37.7	0.1	9.2	2.4	2.1	-4.0	-0.2	-2.0	-11.3
Shown for CC(C)Cn1c(=O)c2ccccc2c2ccccc2c1=O : 8.0	-0.1	4.1	-9.0	9.9	-11.2	0.0	2.1	7.8
